# IMPase inh – cell-permeable inhibitors of inositol monophosphatase (IMPase). AID 901. inhibition (IP1 accumulation), % at 46.1 µM. P97697. 120,000 tested, under 10 active. CHO-M1 cells, IP1 accumulation, HTRF TR-FRET ratio; active = well fitted curve in the direction sought with a large enough effect in the signal ratio, not every such curve was filed as active; inconclusive = small, poorly fitted or top-dose-only effect, or a change in a side signal; inactive = no such curve, though single readings can be large or run the other way; the % refers to the signal ratio;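 also: cells stimulated with carbachol in lithium chloride buffer; plate controls were DMSO basal wells for no effect and reference inhibitor wells for full effect; higher means more IMPase inhibition seen as more IP1 and lower FRET ratio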
# Target sequence (P97697 whole entry, looked up): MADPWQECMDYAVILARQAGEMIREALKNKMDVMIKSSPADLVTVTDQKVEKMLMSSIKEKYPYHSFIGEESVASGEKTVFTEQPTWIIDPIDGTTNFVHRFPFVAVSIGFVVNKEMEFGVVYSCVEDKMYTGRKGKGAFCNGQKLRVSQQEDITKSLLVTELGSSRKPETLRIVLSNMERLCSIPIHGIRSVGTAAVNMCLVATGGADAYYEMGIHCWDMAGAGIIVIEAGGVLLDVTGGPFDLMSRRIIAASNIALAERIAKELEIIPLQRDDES
#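 CHO-M1, 2000 cells/well, cultured 16–30 h; cpd up to 46 uM; carbachol (50 uM solution, stimulation buffer w/ 50 mM LiCl, pH 7.4), 30 min 37C; IP-One TR-FRET, 10 min RT; Ex 320/Em 665, 620; Hill-fit AC50.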
# PNC assembly inh – inhibitors of perinucleolar compartment assembly; actives 3.1% (n = 140,000); PC3M PTB-GFP, PNC prevalence imaging, 16 h; hits give low values; AID 2417; activity change (PNC), negative = inhibition, % at 10 µM;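 active = readout at or below -70, meaning at least 70% loss of cells showing the perinucleolar compartment, a nuclear body marking cancer cells; inconclusive = readout between -30 and a set limit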;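 also: plate controls were DMSO wells for no effect and camptothecin positive control wells for full effect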
#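 Compounds are pinned in duplicate onto adhered PC3M cells stably expressing GFP-tagged PTB and incubated 16 h at 37 C. Cells are then fixed, nuclei stained with Hoechst, and PNC-positive cells counted.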
# 12-hLO inh – blocks human 12-lipoxygenase activity. P18054. purified 12-hLO, xylenol orange hydroperoxide absorbance. Potency, µM (titrated, usually from 57.1 µM), for inactives: at the highest dose activity change, negative = inhibition, most hits filed as inhibitors. actives 0.12% (n = 150,000). AID 1452; also: potency is read from the fitted curve at half-maximal effect; nearly all actives have a fitted effect of over 55% in size; many of its hits are not listed in these tables
# Target sequence (P18054 whole entry, looked up): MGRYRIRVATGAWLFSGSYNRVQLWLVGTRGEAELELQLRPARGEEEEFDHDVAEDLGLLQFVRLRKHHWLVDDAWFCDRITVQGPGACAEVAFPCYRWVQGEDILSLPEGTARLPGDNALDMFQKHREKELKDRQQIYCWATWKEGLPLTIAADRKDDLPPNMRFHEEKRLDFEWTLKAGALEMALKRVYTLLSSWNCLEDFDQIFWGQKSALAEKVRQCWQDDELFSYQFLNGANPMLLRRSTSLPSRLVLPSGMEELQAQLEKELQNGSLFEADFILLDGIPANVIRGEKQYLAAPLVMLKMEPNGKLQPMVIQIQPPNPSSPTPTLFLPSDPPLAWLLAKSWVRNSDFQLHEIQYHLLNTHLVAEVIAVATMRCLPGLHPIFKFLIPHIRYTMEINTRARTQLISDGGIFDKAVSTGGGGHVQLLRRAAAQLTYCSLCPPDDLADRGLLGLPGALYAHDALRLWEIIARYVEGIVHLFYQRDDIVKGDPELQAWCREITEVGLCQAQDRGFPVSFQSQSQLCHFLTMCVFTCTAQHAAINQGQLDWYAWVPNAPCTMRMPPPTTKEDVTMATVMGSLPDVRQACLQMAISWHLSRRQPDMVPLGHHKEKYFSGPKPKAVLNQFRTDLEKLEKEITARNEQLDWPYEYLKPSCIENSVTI
#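 Purified human 12hLO (150 nM final) was preincubated with compounds for 15 min at room temperature in 25 mM Hepes pH 7.0, 0.01% Triton X-100, then reacted with 40 uM arachidonic acid for 30 min. Hydroperoxide was detected with ferrous iron/xylenol orange.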
# 15-hLO-2 inh – inhibitors of human 15-lipoxygenase 2 (ALOX15B); O15296; purified 15hLO-2, xylenol orange hydroperoxide absorbance; Potency, µM (highest dose often 57.1 µM), inactives show at the highest dose activity change, negative = inhibition, actives largely listed as inhibitors; actives 0.56% (n = 110,000); AID 881; also: potency is read from the fitted curve at half-maximal effect; nearly all actives have a fitted effect of over 60% in size; many of its hits are not listed in these tables
#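 Screening format was qHTS against 50 nM purified 15hLO-2 in Hepes pH 7.5 with detergent. Activity follows hydroperoxide formation from 45 uM arachidonic acid, measured as 573:405 nm absorbance ratio of the ferric-xylenol orange complex.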
# The depositor's hits bear a star; ? = inconclusive; · = no result given; [ ] = remark or other dose. Unless noted, calls follow the shape of the dose curve; as a rule, active = well fitted curve in the direction sought with a large enough effect; inconclusive = small, poorly fitted or top-dose-only effect, or another doubt; inactive = no such curve, though single readings can be large; an effect the other way counts as inactive or inconclusive. Unless noted, % is scaled to controls: 0 for no effect and ±100 for the full control effect. Only part of the results is shown, so the mix of outcomes need not match the whole.
# Sample of the layout:
IMPase inh	15-hLO-2 inh	PNC assembly inh	12-hLO inh	Compound
-5	·	-23	2%	NC(=O)CSc1nnc(-c2ccncc2)n1-c1ccc(Cl)cc1
·	·	8	-4%	CN(C)S(=O)(=O)c1cc(NC(=O)CSc2nn(-c3ccc(Cl)cc3)c(=S)s2)ccc1Cl
-1	-3%	44	-1%	COc1cc(NS(=O)(=O)c2ccc3c(c2)n(C)c(=O)n3C)cc(OC)c1
15	12%	?	7%	CN1CCN(c2ccc([N+](=O)[O-])cc2C(=O)c2ccc(Cl)cc2)CC1

# This part in full, previewed entries included:
IMPase inh	15-hLO-2 inh	PNC assembly inh	12-hLO inh	Compound
-5	·	-23	2%	NC(=O)CSc1nnc(-c2ccncc2)n1-c1ccc(Cl)cc1
·	·	8	-4%	CN(C)S(=O)(=O)c1cc(NC(=O)CSc2nn(-c3ccc(Cl)cc3)c(=S)s2)ccc1Cl
-1	-3%	44	-1%	COc1cc(NS(=O)(=O)c2ccc3c(c2)n(C)c(=O)n3C)cc(OC)c1
15	12%	?	7%	CN1CCN(c2ccc([N+](=O)[O-])cc2C(=O)c2ccc(Cl)cc2)CC1
1	3%	?	13%	CCOC(=O)Cn1c(-c2cccnc2Cl)nc2ccccc21
-8	3%	28	-1%	O=C(NCc1ccccc1)c1ccc(S(=O)(=O)C(F)F)cc1
1	-15%	?	-5%	CC(C)c1ccc(NC(=O)Nc2cc3sccc3n2C)cc1
1	-7%	?	2%	O=C(Cn1cnc2ccccc2c1=O)Nc1cccc(-c2nnc3n2CCCCC3)c1
-1	-21%	1	4%	CCn1c(SCC(=O)Nc2oc(-c3ccccc3)c(-c3ccccc3)c2C#N)nnc1-c1ccco1
·	·	-23	1%	CN(c1ccccc1)S(=O)(=O)c1cccc(NC(=O)Nc2ccc(Cl)cc2C#N)c1
·	·	13	-7%	O=C(N/N=C/c1ccco1)c1ccccc1OCc1ccccc1Cl
-6	3%	56	-12%	Nc1nc(-c2ccc(Br)cc2)cs1
-6	·	11	1%	COc1ccc([N+](=O)[O-])cc1/C=N/NC(=O)CNC(=O)C(c1ccccc1)c1ccccc1
11	·	16	-4%	CC(C)(C)C1CCC(=NNC(=O)c2ccccc2-n2cccc2)CC1 (stereo not given)
?	23%	25	-13%	CC1CN(c2nc3c(c(=O)n(Cc4ccc(Cl)c(Cl)c4)c(=O)n3C)n2C)CC(C)O1 (stereo not given)
0	-5%	?	1%	COc1ccc(CCNC(=O)CN2C(=O)c3ccccc3S2(=O)=O)cc1OC
8	?	11	-20%	CCCCn1c(-c2cccs2)nc2nc3ccccc3nc21
6[1.84 µM]	4%[11.4 µM]	29	0%	Clc1cccc(Cl)c1-c1nnc2ccc(N3CCOCC3)nn12
-10	·	?	0%	C/C(=N\NC(=O)c1csc(C)c1C)c1ccco1
2	30%	-5	0%	Cc1ccc2c(c1)c1c(n2CC(O)Cn2c(C)nc3ccccc32)CCCC1 (stereo not given)
-4	12%	36	-2%	Cc1cc(C)n2nc(NCc3ccccc3)nc2n1
-2	-7%	-22	3%	CC(=O)c1cc2c(cc1NC(=O)C1CC=CCC1C(=O)O)OCO2 (stereo not given)
0	·	-5	-2%	O=[N+]([O-])c1ccc(OCCN2CCCCCC2)cc1
8	6%	?	0%	Cn1c(SCc2nc3ccccc3[nH]2)nnc1-c1cnccn1
-8	·	2	12%	CCCCCCc1cc2cc(-c3nnc(-c4cc(OC)c(OC)c(OC)c4)o3)c(=O)oc2cc1O
·	·	15	29%	COc1cc(/C=N/Nc2nc(Nc3ccccc3)nc(-n3nc(C)cc3C)n2)cc(OC)c1OC
10	?	-5	-10%	COc1ccc(C2Nc3ccccc3C(=O)N2Cc2ccco2)cc1CN1C(=O)c2ccccc2C1=O (stereo not given)
·	-12%[11.4 µM]	·	-4%[11.4 µM]	CS(=O)(=O)N(CC(=O)O)Cc1ccccc1
-1	6%	?	3%	CC(Nc1nc2ncn(Cc3ccccc3)c2c(=O)[nH]1)C(=O)O (stereo not given)
·	·	?	-9%	Cc1cc(Cl)ccc1OCC(=O)N1CCCN(C(=O)COc2ccc(Cl)cc2C)CC1
·	·	?	-2%	Cc1ccccc1CSCC(=O)N1CCN(c2ccccc2)CC1
-10	6%	26	8%	CCOc1ccc(NC(=O)N2CCN(CC)CC2)cc1
·	-1%	·	-6%	CCC(C(=O)O)C1CCC(C)C(C(C)C(O)C(C)C(=O)C(CC)C2OC3(C=CC(O)[C@@]4(CC[C@](C)(C5CC[C@@](O)(CC)C(C)O5)O4)O3)C(C)CC2C)O1 (stereo not given in full)
5	·	33	0%	CCC(C)(C)NC(=O)C(c1ccc(OC)cc1)N(CC1CCCO1)C(=O)CCC(=O)Nc1cc(C)on1 (stereo not given)
6	36%[activator]	-7	-1%	Cc1ccc(N2CCN(C(=O)CCc3nc4ccccc4[nH]3)CC2)c(C)c1
·	·	-6	0%	CC(C)(C)c1ccc(C(=O)NCCn2c(N)c(C#N)c3nc4ccccc4nc32)cc1
·	·	?	-9%	Cc1ccc(NC(=O)C2C(=O)N(C)c3ccccc32)cc1 (stereo not given)
-1	0%	-22	1%	Cn1cnnc1SCc1ccccc1Br
4	-27%	-24	-14%	COC(=O)c1c(NC(=O)c2ccco2)sc2c1CCC2
·	·	39	0%	O=C(COc1ccccc1)NC(=S)Nc1ccc2c(c1)Cc1ccccc1-2
1	33%[activator]	63	8%	FCCCOc1ccc(/C=N/OCc2c(Cl)cccc2Cl)cc1
·	·	9	1%	COC(=O)c1sc(N)c(C(=O)OC)c1COC(=O)CNS(=O)(=O)c1cccc(C#N)c1
0	·	73	-5%	O=C(COc1ccc(Br)cc1)Nc1ccc([N+](=O)[O-])cn1
4	-7%	?	-4%	COCCNC(=O)C(c1ccco1)N(Cc1ccc(OC)cc1)C(=O)Cn1nnc2ccccc21 (stereo not given)
1	-4%	?	0%	CCOC(=O)CSc1nc2c(c(=O)n(C)c(=O)n2C)n1Cc1ccccc1F
-2	-15%	-26	1%	COc1ccc(-n2c(=S)[nH]c3cc(C(=O)NCCCN4CCCC4=O)ccc3c2=O)c(OC)c1
?	-5%	34	-4%	O=C(Nc1cccc(C(=O)O)c1)/C(=C\c1ccccc1)NC(=O)c1ccccc1Cl
-3	·	-9	4%	Cc1cc(N(CCO)CCO)ccc1C(c1ccc(N(CCO)CCO)cc1C)c1ccccc1Cl
6	·	19	3%	O=c1c2cnn(-c3ccccc3)c2ncn1Cc1ccccc1F
2	6%	50	3%	COc1ccc(S(=O)(=O)NC(CC(=O)NC2CCCC2)c2ccco2)cc1 (stereo not given)

# Sorted by molecular weight (rising): some entries from above.
IMPase inh	15-hLO-2 inh	PNC assembly inh	12-hLO inh	Compound
·	·	?	-9%	Cc1ccc(NC(=O)C2C(=O)N(C)c3ccccc32)cc1 (stereo not given)
8	6%	?	0%	Cn1c(SCc2nc3ccccc3[nH]2)nnc1-c1cnccn1
?	23%	25	-13%	CC1CN(c2nc3c(c(=O)n(Cc4ccc(Cl)c(Cl)c4)c(=O)n3C)n2C)CC(C)O1 (stereo not given)

# Next part:
IMPase inh	15-hLO-2 inh	PNC assembly inh	12-hLO inh	Compound
3	-1%	-26	4%	CC(C)Oc1snc(Cl)c1C(N)=O
-5	-8%	16	-1%	NC(=O)CSc1nnc(Cn2c(=O)sc3ccccc32)n1-c1cccc(Cl)c1
0	8%	-105*	5%	O=C(Nc1ccc2c(c1)OCCO2)C1CCN(C(=O)c2ccccc2)CC1
2	·	11	1%	CCCCOc1ccc(C(=O)Nc2cc(C)c(OCC(=O)N3CCOCC3)c(C)c2)cc1
·	·	3	2%	COc1ccc(-c2nn(CC(=O)NCCc3ccccc3)c(=S)n2C)cc1
-1	0%	27	0%	CCCCNC(=O)C(Cc1ccccc1)NS(=O)(=O)c1ccc2c(c1)c(=O)n(C)c(=O)n2C (stereo not given)
10	-8%	12	-23%	C=CCn1c(Cc2c[nH]c3ccccc23)n[nH]c1=S
4	1%	-25	-2%	COc1cccc(C2c3c(oc4ccccc4c3=O)C(=O)N2c2ccccn2)c1 (stereo not given)
6	·	-25	-4%	O=C(NC1CCCCC1)C(c1cccnc1)N(C(=O)CCl)c1cccc(Cl)c1 (stereo not given)
·	·	?	-3%	Cc1ccc(S(=O)(=O)N2CCC(=O)N(C(COCc3cccc(Cl)c3)Cc3ccccc3)CC2)cc1 (stereo not given)
1	-5%	-18	2%	Cc1ccc(S(=O)(=O)N(C)c2ccc(OCC(=O)NCc3ccco3)cc2)cc1
0	4%	-23	-1%	CCOc1cccc(-c2nnc3sc(COc4ccccc4)nn23)c1
·	·	?	-1%	CC(C)N(C(=O)NC(=O)Nc1ccccn1)S(C)(=O)=O
·	·	-2	-2%	CC(C)CC(NC(=O)c1ccc(Cl)cc1)C(=O)OCc1cc([N+](=O)[O-])cc2c1OCOC2 (stereo not given)
5	·	170	2%	Cc1ccc(NC(=O)C2CCC(=O)N2)cc1C (stereo not given)
0	2%	82	4%	C=CCc1ccc(OCCn2cccc2C=O)c(OC)c1
6	-7%	-16	2%	CC(C)C(=O)Nc1ccc(NC(=O)c2ccccn2)cn1
·	·	10	-9%	CC(C)N(N=Nc1ccc([N+](=O)[O-])cc1)C(C)C
12	9%	37	-6%	Cc1c(N=Cc2ccc[nH]2)c(=O)n(-c2ccccc2)n1C
5	?	?	?	COc1ccccc1NC(=S)N1C2CCC1CC(NC(=O)NC13CC4CC(CC(C4)C1)C3)C2 (stereo not given)
1	-6%	-19	1%	CC(=O)c1c(C)[nH]c(C(=O)Nc2cc(C)cc(C)c2)c1C
-6[1.84 µM]	-4%[11.4 µM]	?	2%	S=c1[nH]nc(Cc2c[nH]c3ccccc23)o1
11	1%	-26	-2%	COc1ccccc1C(=O)Oc1ccc(C(C)(C)C)cc1
7	1%	73	-1%	Cc1cc(C)cc(N(CC(=O)NCCSc2ccccn2)S(=O)(=O)c2ccccc2)c1
1	-2%	?	0%	Cc1ccc(-n2ncc(C#N)c2/N=C/N2CCN(C)CC2)cc1
5	-6%	-7	-1%	CCC(=O)N1CCc2cc(S(=O)(=O)NCCC(=O)NC3CCCc4ccccc43)ccc21 (stereo not given)
1	-1%	-2	-4%	Cc1ccc(C)c(S(=O)(=O)Nc2ccc(O)cc2)c1
-6	1%	9	4%	COc1ccccc1NC(=O)C1CCN(c2ncccn2)CC1
·	·	-6	-2%	CSc1cccc(NC(=O)/C=C/c2cccc(Cl)c2)c1
-5	-5%	-8	2%	CC(Sc1ccc2c(c1)OCCO2)C(=O)Nc1ccc2c(c1)OCO2 (stereo not given)
-1	·	7	-1%	CC1CCCCC1NC(=O)CCn1c(=O)oc2ccccc21 (stereo not given)
4	-2%[2.29 µM]	13	-4%	O=S(=O)(c1ccccc1)c1nc(-c2ccco2)oc1N1CCCCCC1
·	·	30	-1%	CCOC(=O)c1c(NC(=O)CSc2nnc(-c3c[nH]c4ccccc34)n2CCOC)sc2c1CCCC2
-2	·	-30	0%	CCOC(=O)NC(=O)CSc1nnc(SCCC(=O)O)s1
0	4%	7	-4%	CN(C(=O)COC(=O)C1c2ccccc2Oc2ccccc21)C1CCS(=O)(=O)C1 (stereo not given)
5	·	104	-9%	CC(C)c1ccc2[nH]c(O)c(N=NC(=S)NCCc3ccccc3)c2c1
-19	·	-100*	-7%	CCC1=NN=C(c2ccc(F)cc2)C(c2c[nH]c3ccccc23)N1O (stereo not given)
8	·	20	-7%	O=C1NCCc2cc3c(cc21)OCO3
·	·	-116*	-2%	O=C(O)c1cccc(Oc2ccccc2[N+](=O)[O-])c1
2	4%	39	-1%	CCOC(=O)c1cccc(NS(=O)(=O)c2cnc[nH]2)c1
-1	17%	-13	-8%	Cc1ccc2nsnc2c1NS(=O)(=O)c1c(C)ccc2nsnc12
13	39%[activator]	?	2%	COc1ccc(Nc2ccnc3ccccc23)cc1
?	2%	11	5%	COC(=O)[C@H](CC(C)C)NC(=O)N1CCN(c2cccc(C(F)(F)F)c2)CC1

# High-throughput results (PubChem BioAssay)
